Screening data as filed in PubChem BioAssay.
TCR activator: activates T cell receptor signaling. primary human leukocytes, anti-CD3, IL-2 HTRF, 48 h. Potency, µM (series often up to 9.22 µM), for inactives: at the top dose activation of IL-2 secretion, hits mostly activators. 330,000 tested, under 10 active. AID 504894; further: % of control where 0% means no effect
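Primary human leukocytes incubated 48 hr with anti-CD3 beads plus compound, without co-stimulation. Secreted IL-2 measured by HTRF (europium cryptate/d2 anti-IL-2 pair, 320 nm excitation, 665 nm emission).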
Integrin act MD: activators of alpha7 integrin expression for muscular dystrophy; alpha7betagal myoblasts, beta-gal FDG fluorescence, 48 h; Potency, µM (titrated, usually from 38.3 µM), for inactives: at the highest dose activation, usual class: activators; 0.064% of 350,000 active; AID 624291;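 further: potency means the concentration at half of the fitted maximal effect; 100% = response of the positive control SU9516; nearly all actives have a fitted effect of over 60% in size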
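Alpha7betagal+/- myoblasts (passage 13) were plated 16-24 hr, then exposed to compounds (1:260 dilution of DMSO stock) for 48 hours at 37C. After MPER lysis, β-galactosidase reporter activity was read as FDG fluorescence (ex 480/em 540) after 30 minutes.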
ASM inhibitor: inhibitors of human secretory acid sphingomyelinase; P17405; placental ASM, HMU-PC fluorogenic substrate, 60 min; Potency, µM (doses to about 57.5 µM), for the others: top-dose activity change, negative = inhibition, hits mostly inhibitors; 0.006% of 340,000 active; further: potency means the concentration at half of the fitted maximal effect
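Fluorogenic HMU-PC substrate (9 uM final) is turned over by placental ASM in 60 min at 37 C after a 10 min compound preincubation. Reaction ended by alkaline stop (pH 10), with fluorescence read at 386/447 nm.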
Menin MLL FP TR: inhibitors of human menin-MLL interaction, mutant MLL peptide. 0.23% of 270,000 active. Menin + Texas Red MLL mutant peptide, fluorescence polarization. O00255. Potency, µM (doses to about 61.6 µM), inactives show at the top dose FP activity change, negative = inhibition, hits mostly inhibitors; active means well fitted inhibition curve with a large enough effect in the polarisation, with a control signal flat, not every such curve was filed as active; inconclusive means small, poorly fitted or top-dose-only effect, or effect the other way, or a change in a side signal; inactive means no such curve, though single readings can be large or run the other way; the % refers to the polarisation; further: potency means the concentration at half of the fitted maximal effect; % of control where 0% means no effect; many of its hits are not listed in these tables
TSHR antag: human thyrotropin receptor antagonism | P16473 | TSHR-expressing cells, TSH-stimulated cAMP HTRF, 2 h; hits give low values | activity change, negative = inhibition, % at 11.5 µM | 0.2% of 330,000 active | AID 504810;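 active means activity change below a set negative limit, meaning inhibition stronger than a set level, cut at about -70% in these data; inconclusive means activity change between two set negative limits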; further: on the % scale 0 is the no-effect control and ±100 the full control effect
Target sequence (P16473 whole entry, looked up): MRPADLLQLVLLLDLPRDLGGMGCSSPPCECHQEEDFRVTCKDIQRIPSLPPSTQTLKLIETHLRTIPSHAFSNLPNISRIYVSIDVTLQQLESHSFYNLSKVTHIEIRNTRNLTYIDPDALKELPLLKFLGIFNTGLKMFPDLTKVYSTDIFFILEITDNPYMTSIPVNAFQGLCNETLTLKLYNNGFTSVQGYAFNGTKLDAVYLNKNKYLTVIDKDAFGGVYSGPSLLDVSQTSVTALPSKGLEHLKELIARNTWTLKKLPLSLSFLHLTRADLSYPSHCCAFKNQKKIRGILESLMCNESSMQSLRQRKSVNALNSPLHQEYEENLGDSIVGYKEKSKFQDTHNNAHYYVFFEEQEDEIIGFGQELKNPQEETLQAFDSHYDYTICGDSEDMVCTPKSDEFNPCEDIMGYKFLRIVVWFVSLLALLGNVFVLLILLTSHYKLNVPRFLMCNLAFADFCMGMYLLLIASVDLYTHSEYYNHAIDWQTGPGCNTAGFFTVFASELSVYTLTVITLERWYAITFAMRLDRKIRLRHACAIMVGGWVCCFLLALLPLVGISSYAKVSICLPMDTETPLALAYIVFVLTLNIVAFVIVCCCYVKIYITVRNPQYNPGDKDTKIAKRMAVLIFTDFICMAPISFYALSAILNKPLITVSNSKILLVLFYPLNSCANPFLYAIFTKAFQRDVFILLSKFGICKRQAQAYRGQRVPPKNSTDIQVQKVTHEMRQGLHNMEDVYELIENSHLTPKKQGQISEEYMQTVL
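TSHR-expressing cells were treated with compounds, then stimulated with TSH at EC80 (4nM final) for 2 hours at 37 deg C. Cellular cAMP was measured by HTRF competition between lysate cAMP and cAMP-d2 for a cryptate-labelled anti-cAMP antibody.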
Mito fusion yeast: inhibitors of mitochondrial division or activators of mitochondrial fusion. S. cerevisiae fusion-defective mutant growth rescue, CellTiterGlo 48 h. Potency, µM (series often up to 46.1 µM), for the others: at the highest dose growth rescue (activation), most hits filed as activators. 0.23% of 320,000 active. AID 485298;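 further: potency means the concentration at half of the fitted maximal effect; % of control where 0% means no effect; nearly all actives have a fitted effect of over 45% in size; temperature-sensitive fusion mutants such as fzo1-1 at 37 °C on non-fermentable ethanol glycerol medium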
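Yeast fusion mutant, YPEG (non-fermentable carbon), compound, 48 h at 37C non-permissive; CellTiterGlo added, 10 min RT, luminescence read. Rescued growth = division inhibition.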
MBNL1 CUG block: MBNL1-poly(CUG) RNA binding inhibition | Potency, µM (top dose mostly 57.5 µM), inactives show top-dose activity change, negative = inhibition, actives largely listed as inhibitors | TR-FRET MBNL1-His/biotin-(CUG)12 binding, 665/545 ratio | Q9NR56 | AID 2675 | 0.036% of 280,000 active; active means well fitted inhibition curve with a large enough effect in the signal ratio, with a control signal flat, not every such curve was filed as active; inconclusive means small, poorly fitted or top-dose-only effect, or effect the other way, or a change in a side signal; inactive means no such curve, though single readings can be large or run the other way; the % refers to the signal ratio; further: potency means the concentration at half of the fitted maximal effect; on the % scale 0 is the no-effect control and ±100 the full control effect
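TR-FRET between His-tagged MBNL1 and biotin-(CUG)12 RNA, detected with Tb anti-His antibody (0.055 ng/ul) and streptavidin-XL665 (5 nM), 60 min at room temperature. Compounds titrated 92 nM to 58 uM; 665/545 nm ratio normalized to buffer and complex controls.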
PTAP TSG101 blk: blocks PTAP/TSG101 interaction to inhibit HIV-1 budding | Q99816 | Fluorescence polarization, FITC-PTAP peptide / Tsg101 binding | Potency, µM (doses to about 115 µM), for inactives: at the top dose activity change, negative = inhibition, actives largely listed as inhibitors | 340,000 tested, under 10 active; active means well fitted inhibition curve with a large enough effect in the main read-out, with a control signal flat, not every such curve was filed as active; inconclusive means small, poorly fitted or top-dose-only effect, or effect the other way, or a change in a side signal; inactive means no such curve, though single readings can be large or run the other way; further: potency means the concentration at half of the fitted maximal effect; % of control where 0% means no effect
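Tsg101 binding domain (10 uM final) was mixed with compound and a FITC-labeled PTAP peptide (50 nM final) in HEPES pH 7.5 buffer with NaCl, Tween 20, EDTA and TCEP; fluorescence polarization was read after 20 min at r.t.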
CXXC DNA block: blocks binding of human MLL CXXC domain to DNA | Q03164 | MLL-CXXC / FITC-HOXA9 DNA fluorescence polarization | Potency, µM (series often up to 115 µM), without a hit: at the highest dose activity change, negative = inhibition, actives largely listed as inhibitors | 0.037% of 290,000 active; active means well fitted inhibition curve with a large enough effect in the polarisation, with a control signal flat, not every such curve was filed as active; inconclusive means small, poorly fitted or top-dose-only effect, or effect the other way, or a change in a side signal; inactive means no such curve, though single readings can be large or run the other way; the % refers to the polarisation; further: potency means the concentration at half of the fitted maximal effect
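Purified MLL-CXXC (added from a 7 uM solution) was preincubated 5 min at ambient with pinned compounds in 50 mM Tris-HCl pH 7.5, 50 mM NaCl, 1 mM DTT, 0.05% BSA. Fluorescein-labeled HOX-A9 DNA (50 nM solution) followed, 30 min, then polarization read.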
A-T KAP1 phos: potential ataxia-telangiectasia treatment. […] A-T fibroblasts, KAP-1 phosphorylation AlphaLISA; neocarzinostatin DNA damage 30 min before lysis. Potency, µM (doses to about 57.5 µM), for the others: at the top dose activation, usual class: activators. 0.19% of 320,000 active; further: potency means the concentration at half of the fitted maximal effect; % of control where 0% means no effect; nearly all actives have a fitted effect of over 45% in size
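hTERT-immortalized A-T patient fibroblasts ([…]), 500 cells/well in OPTI-MEM, 1% FBS, got compounds for 60 min, then NCS for 30 min at 37C. Lysates were then assayed for phospho-KAP-1 by AlphaLISA (anti-pKAP1 donor, anti-KAP1 acceptor beads), 6 hr at 25C.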
Numbers without * were called inactive; i = inactive; ? = inconclusive; . = not tested or not shown; & = joins results of further samples; [ ] = remark or other dose. Unless noted, the call rests on the fitted dose curve; in most records, active means well fitted curve in the direction sought with a large enough effect; inconclusive means small, poorly fitted or top-dose-only effect, or another doubt; inactive means no such curve, though single readings can be large; an effect the other way counts as inactive or inconclusive. Only part of the results is shown, so the mix of outcomes need not match the whole.

Second line of a record: TCR activator	Integrin act MD	ASM inhibitor	Menin MLL FP TR	TSHR antag	Mito fusion yeast	MBNL1 CUG block	PTAP TSG101 blk	CXXC DNA block	A-T KAP1 phos
> C=CCn1c2ccccc2c2nnc(SCC(N)=O)nc21
→ 4%	?	-3%	15%	-3	-4%	?	1%	-9%	-2%
> COc1ccc(NC(=O)CN(C)C(=O)c2cc(S(=O)(=O)N3CCCCCC3)ccc2OC)cc1
→ 0%	-9%	2%	.	1	-8%	.	-6%	.	1%
> CCN1CCc2c(C#N)c(N3CCOCC3)nc(NCCO)c2C1
→ -16%	9%	.	-2%	-10	-3%	-3%	-6%	5%	2%
> Cc1c(NC(=O)C(C)Oc2ccccc2F)c(=O)n(-c2ccccc2)n1C (configuration not stated)
→ -3%	-1%	6%	-3%	0	-2%	-3%	1%	4%	0%
> CCCCN(C(=O)c1cccs1)c1c(N)n(Cc2ccccc2)c(=O)[nH]c1=O
→ 3%	-17%	9%	.	-5	.	.	-1%	.	9%
> COC(=O)C(Cc1cccc(C)n1)(c1ccccc1)c1ccccc1
→ -2%	-22%	7%	?	1	-17%	-8%	-7%	9%	34%
> O=C(N/N=C/C=C/c1cccc([N+](=O)[O-])c1)C(O)c1ccccc1 (configuration not stated)
→ -3%	14%	-5%	1%	3	3%	?	0%	-14%	-1%[11.5 µM]
> Cc1cc2c(cc1C)[n+](C)cn2CC(O)COCc1ccccc1 (configuration not stated)
→ 4%	-47%[inhibitor]	6%	-2%	6	-3%	5%	-8%	0%	4%
> COc1ccc(-c2c(C)c3ccc(O)cc3oc2=O)cc1
→ -8%	14%	i	2%	-4	?	?	-7%	-4%	2%
> Cc1nnc2sc(SCc3ccc(Br)cc3)nn2c1=O
→ 1%	-20%	2%	3%	10	-5%	-4%	-2%	9%	2%
> Cc1ccc(S(=O)(=O)N(C)C)cc1-n1c(SCC(=O)Nc2ccc(F)cc2Cl)nc2ccccc2c1=O
→ -13%[46.1 µM]	-13%	-6%	0%	-9	4%	.	-6%	7%	.
> Cc1ccc(S(=O)(=O)N(C)C)cc1NC(=O)C(C)NC(C)c1cccs1 (configuration not stated)
→ -1%	-4%	-1%	-4%	75	1%	-5%	-3%	-1%	8%
> O=C(N/N=C/c1cccc(O)c1)c1ccc(COc2ccccc2Br)cc1
→ 0%[46.1 µM]	-28%	?	?	-16	1%	.	-2%	0%	.
> Cc1nc2ccccc2n1CC(=O)OCC(=O)NCc1ccccc1
→ -4%	6%	3%	0%	0	1%	-3%	-3%	8%	4%
> CCc1ccc(CN2CCC(n3nccc3NC(=O)c3ccccc3)CC2)o1
→ -3%	-8%	2%	.	21	4%	-5%	-1%	4%	-4%
> O=C(CCCn1c(=O)[nH]c2cc(Cl)ccc2c1=O)NCCCN1CCCC1=O
→ 0%	28%	-2%	-6%	21	-2%	6%	-2%	?	.
> Cc1ccc(-c2nnn(CC(=O)N(Cc3ccco3)C(C(=O)NC(C)(C)C)c3ccncc3)n2)o1 (configuration not stated)
→ .	-6%	2%	-9%	11	-1%	6%	-9%	-6%	-7%
> Cc1nnc(SC(C)C(=O)Nc2ncc(Cl)cc2Cl)n1Cc1ccccc1 (configuration not stated)
→ -4%	5%	1%	-10%	38	-3%	-9%	0%	-1%	.
> CC(=O)Nc1ccc(S(=O)(=O)N2CCN(CCC#N)CC2)cc1
→ -2%	23%	0%	-8%	2	-8%	-4%	-1%	-2%	-9%
> COC(=O)C(NC(C)=O)(Nc1sc2c(c1C(N)=O)CCCC2)C(F)(F)F (configuration not stated)
→ -2%	-29%	17%	1%	0	2%	0%	-15%	20%	0%
> CCOC(=O)c1ccccc1NC(=O)c1ccc2c(SCC(=O)O)c3c(nc2c1)CCCC3
→ 0%	4%	12%	59%[activator]	-16	18%	10%	-6%	0%	-15%
> Cc1ccc(OCCOC(=O)CN2C(=O)NC3(CCCC3)C2=O)cc1
→ .	16%	-4%	.	18	4%	.	-1%	.	-12%
> COC(=O)c1sccc1NC(=O)CN(C)NS(=O)(=O)c1ccc(Cl)cc1
→ -6%	-11%	1%	1%	20	-2%	2%	-2%	0%	3%
> Fc1ccc(NC(=S)NN=Cc2ccccc2Cl)cc1
→ -10%	8%	-4%	.	.	.	.	0%	.	.
> COc1ccccc1CCC(=O)Nc1ccc(C)cc1Cl
→ -4%	-1%	0%	-10%	-1	-2%	-5%	1%	7%	9%
> COc1ccc2ccccc2c1/C=N/O
→ 0%	0%	1%	10%	25	-2%	?	-7%	-3%	-5%
> CC1CCCCC1NC(=S)NC(=O)c1ccccc1Br (configuration not stated)
→ 0%[46.1 µM]	0%	-5%	-14%	-21	-4%	-1%	-2%	-6%	4%
> C=C(C)Cn1c(=O)c2c(nc3n2CCCN3CCc2ccccc2)n(C)c1=O
→ 3%	-17%	-2%	?	28	24%	-6%	-4%	3%	?
> CC(=O)N(CCc1ccccc1C)Cc1cc2ccc(C)cc2[nH]c1=O
→ -1%	-24%	-2%	-28%	6	16%	3%	1%	-29%	27%
> O=C(CCc1ccccc1)N1CCN(c2ccc(Cl)cc2)CC1
→ 0%	-7%	-6%	-8%	.	9%	-6%	-7%	1%	.
> COc1ccc(CCNC(=O)CCC(=O)N2CCOc3ccc(Cl)cc32)cc1OC
→ 0%	6%	4%	1%	4	-2%	-7%	-7%	.	6%
> O=c1c2c(nc3nc(NCc4ccc(Cl)cc4)[nH]n13)CCC2
→ 2%	30%	0%	14%	-14	1%	-2%	-4%	4%	0%
> COC(=O)C1CCN(C(=O)c2ccc3oc(Cc4ccc(Cl)cc4)nc3c2)CC1
→ -1%	-11%	-2%	.	-8	-2%	-5%	-9%	5%	14%
> CC(C)c1ccc(-c2nc(N3CCCCC3)[nH]c(=O)c2C#N)cc1
→ 2%[46.1 µM]	8%	2%	-1%	-5	-2%	-9%	-8%	-1%	6%
> CCCCCCCCCCC/C=C\C(C)(C)/C=C\CCCC(=O)O
→ .	.	.	5%&9%	-5	-5%	.	.	2%	.
> Cc1cc(-c2cccs2)c2c(n1)sc1c(=O)[nH]c(=O)[nH]c12
→ 4%	20%	13%	9%	-13	8%	23%	0%	8%	6%
> COc1ccccc1C(NC(C)=O)c1cc(Cl)c2cccnc2c1O (configuration not stated)
→ -52%	-30%	5%	-21%	-6	9%	1%	1%	-4%	-5%
> O=C(Cc1ccccc1)Nc1cccc(N2C(=O)C=CC2=O)c1
→ 9%[46.1 µM]	-50%[inhibitor]	2%	-18%	-71*	-2%	-12%	-3%	19%	-9%
> CCOC(=O)C(C)Sc1nc2ccccc2c(=O)n1CC1CCCCC1 (configuration not stated)
→ 5%	-28%	-10%	-13%	8	5%	-4%	-5%	-3%	5%
> Cc1noc(C)c1S(=O)(=O)Nc1ccc2c(c1)C(=O)N([C@H](C)CO)C[C@H](C)[C@@H](CN(C)C(=O)NC1CCCCC1)O2
→ 2%	21%	1%	.	4	.	.	-4%	.	6%
> CC(C)C(=O)Nc1ccc(C(=O)c2ccccc2)cc1
→ -1%[46.1 µM]	2%	3%	1%	-3	16%	-2%	-7%	-1%	.
> Cn1c(SCC(=O)NC2CCCCC2)nnc1-c1ccc(N)cc1
→ 7%	-11%	2%	23%	0	-2%	9%	1%	-4%	1%
> CCCc1nnc(NC(=O)c2oc3ccccc3c2COCC)s1
→ 2%	-7%	-1%	.	11	12%	.	1%	.	-3%
> CC(=O)Nc1ccc2c(c1)Cc1ccc(Cl)cc1-2
→ -3%	0%	-3%	.	.	.	.	?	.	.
> CCC(C)NC(=O)C1CCN(S(=O)(=O)CC)CC1 (configuration not stated)
→ 1%	-5%	2%	10%	2	-1%	2%	-13%	5%	1%
> CCn1c(-c2cc(-c3ccccc3OC)nc3ccccc23)n[nH]c1=S
→ 4%[46.1 µM]	-14%	1%	-13%	-14	0%	52%[activator]	-7%	-3%	1%
> Cc1c(C(=O)OCc2ccc(F)cc2)sc2nc3n(c(=O)c12)CCC3
→ -8%	?	-15%	.	7	5%	.	-10%	.	-1%
